Bioassay records: PubChem BioAssay, several laboratories
AID2073 = inhibitors of Mint1-CaV2.2 protein interaction, biochemical, HTRF (AID 2073) | HTRF protein-protein interaction, Mint1-CaV2.2; higher % means a stronger effect | one-dose inhibition, % at 20 µM; IC50 in µM for titrated hits | 290,000 tested, 0.19% active; in the data active means inhibition mostly above about 51%, no sharp cut-off; inconclusive means no clear call, values can overlap the other calls; inactive means mostly below about 53%; further: some results filed as inactive read as strong as hits
NTR1 agonist = agonists of NTR1, primary screen, imaging, U2OS cells, beta-arrestin-GFP, high content (AID 493036); NTR1-U2OS beta-arrestin-GFP spot imaging, agonist mode; activation, % at 20 µM; 330,000 tested, 0.17% active;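 active means activation at or above 40% of the spot to cytoplasm intensity ratio, with at least 20 cells analyzed; inconclusive means wells under 20 cells, flagged as cytotoxic or low count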;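 further: 0% = DMSO without peptide and 100% = 100 nM NTR1 peptide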
Target sequence (P30989 whole entry, looked up): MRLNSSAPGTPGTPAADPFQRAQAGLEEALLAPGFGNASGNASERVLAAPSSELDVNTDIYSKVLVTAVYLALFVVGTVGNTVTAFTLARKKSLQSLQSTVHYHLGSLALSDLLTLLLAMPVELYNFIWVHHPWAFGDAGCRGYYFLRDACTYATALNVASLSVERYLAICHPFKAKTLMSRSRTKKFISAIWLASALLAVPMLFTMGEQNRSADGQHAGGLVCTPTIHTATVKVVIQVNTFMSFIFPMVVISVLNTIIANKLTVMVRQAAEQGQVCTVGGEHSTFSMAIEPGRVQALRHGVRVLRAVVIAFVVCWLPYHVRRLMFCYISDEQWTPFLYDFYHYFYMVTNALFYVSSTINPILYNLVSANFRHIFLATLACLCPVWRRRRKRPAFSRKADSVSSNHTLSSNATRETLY
SV40 large T antigen = SV40 large T antigen inhibitors, biochemical (AID 1903). SV40 large T antigen ATPase/helicase inhibition assay; higher % means a stronger effect. inhibition, % at 20 µM, or IC50 in µM where a hit was titrated. 310,000 tested, 0.39% active; in the data active means a potency from the dose series; inconclusive means inhibition mostly from about 32% at the one dose, without a potency; inactive means the rest, 99 in 100 with inhibition below about 32%; further: strong numbers were not always called active
GPR35 arrestin U2OS = GPR35 antagonists blocking zaprinast-driven arrestin recruitment, primary screen, imaging, U2OS, beta-arrestin-GFP, zaprinast agonist (AID 2058); inhibition, % at 10 µM, or IC50 in µM where a hit was titrated; 290,000 tested, 0.052% active; U2OS GPR35 beta-arrestin-GFP translocation imaging, zaprinast antagonism; higher % means a stronger effect;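 active means inhibition of at least 50% with at least 30 cells and total cytoplasm GFP at most 10,000,000; inconclusive means under 30 cells or total GFP of 10,000,000 plus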
NS5 inhibitors = flavivirus cap methylation enzyme inhibition – biochemical, confirmation dose response, primary screen (AID 588689); Dengue-2 NS5 methyltransferase capping enzyme assay, biochemical; higher % means a stronger effect; one-dose inhibition, % at 25 µM; IC50 in µM for titrated hits; 340,000 tested, 0.3% active; in the data active means a potency from the dose series; inconclusive means inhibition above about 29% without an active follow-up result
GPR55 beta-arrestin = selective activators of receptor GPR55 – imaging, U2OS cells, beta-arrestin-GFP redistribution, primary screen (AID 1961). 290,000 tested, 0.048% active. activation, % at 10 µM, or EC50 in µM where a hit was titrated. U2OS GPR55 beta-arrestin-GFP redistribution imaging; higher % means a stronger effect;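 active means activation above 40% with more than 50 cells counted in the well; inconclusive means wells holding fewer than 50 cells, flagged as toxic or sparse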;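 further: U2OS osteosarcoma cells stably expressing GPR55 and beta-arrestin-GFP; plate controls were DMSO negative control for no effect and LPI positive control for full effect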
Yfh1-depleted yeast = mitochondrial function rescue without frataxin homolog – Friedreich's ataxia, plus single-dose screen, dose response (AID 1465); S. cerevisiae Yfh1-off respiration, WST-1 reduction, 72 h; higher fold induction means a stronger effect; one-dose fold induction at 50 µM; EC50 in µM for titrated hits; 220,000 tested, 0.074% active;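 active means fold induction of absorbance versus untreated yeast above a set limit, then at least 30% activation at any dose in follow-up; inconclusive means repeats straddling the limit, or above it without dose testing; inactive means fold induction below the set limit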;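 further: activators that raise dye reduction in frataxin-depleted yeast; strong numbers were not always called active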
Rac1 GTP hydrolysis = MgcRacGAP GTPase-activating activity inhibitors, confirmation, biochemical, ADP Hunter fluorescence | inhibition, % at 30 µM, or IC50 in µM where a hit was titrated | AID 624330 | MgcRacGAP-stimulated Rac1 GTP hydrolysis, ADP Hunter fluorescence; higher % means a stronger effect; GST-tagged Rac1 F28L mutant substrate | 340,000 tested, 0.6% active;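 active means first-screen hits whose inhibition reached a set limit at any dose in the follow-up dose series; inconclusive means inhibition above the set first-screen limit but never retested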;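 further: fluorescence reports GDP produced by GAP-driven GTP hydrolysis; strong numbers were not always called active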
GPR55 antagonists = inhibition of LPI-stimulated GPR55 beta-arrestin translocation – imaging, U2OS, beta-arrestin-GFP, LPI agonist, primary screen (AID 2013); U2OS GPR55 beta-arrestin-GFP translocation imaging, LPI antagonism; higher % means a stronger effect; one-dose inhibition, % at 10 µM; IC50 in µM for titrated hits; 290,000 tested, 0.13% active;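 active means spots per cell inhibited over 60%, with over 100 cells counted and total cytoplasm intensity under 500,000; inconclusive means wells with under 100 cells, flagged as likely toxic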;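 further: U2OS cells stably carrying GPR55 and arrestin-GFP stimulated by 5 µM LPI near EC80; imaged beta-arrestin-GFP aggregate spots per cell after agonist stimulation; plate controls were LPI-stimulated DMSO wells for no effect and DMSO wells without LPI for full effect; some results filed as inactive read as strong as hits; confirmed hits need IC50 under 10 µM and bright autofluorescent wells are also inconclusive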
NTR1 agonist cell count 20 µM = second read-out of NTR1 agonist, no call of its own (marks repeat the call); cell count; measured here: cell count, cytotoxicity flag
NS5 inhibitors pilot replicate = further read-out of NS5 inhibitors, marked with its call; inhibition, %; measured here: pilot screen replicate inhibition
* hit, by the source's call; i = inactive; ? = inconclusive; / = no result given.

SMILES | AID2073 | NTR1 agonist | NTR1 agonist cell count 20 µM | SV40 large T antigen | GPR35 arrestin U2OS | NS5 inhibitors | GPR55 beta-arrestin | Yfh1-depleted yeast | Rac1 GTP hydrolysis | GPR55 antagonists | others
NS(=O)(=O)c1ccc(CNC(=O)c2ccc3ccccc3n2)cc1 | -0.1% | -0.8 | 63 | 3.3% | 14.5% | 0.8% | -0.1% | / | 10.4% | 9.1%
O=C(Cn1nnc(-c2cccs2)n1)NCc1cccs1 | 6.1% | 0.4 | 47 | -0.7% | 12.5% | -1.6% | -0.3% | i | 1.2% | 3.5%
Cc1ccc(S(=O)(=O)/N=C(/NC(=S)Nc2c(C)n(C)n(-c3ccccc3)c2=O)c2ccccc2)cc1 | -33.4% | -1.5 | 61 | 10.7% | -4.4% | 4.6% | -0.1% | i | 8.3% | 4.1%
CCCc1cc(=O)n2[nH]c(C)c(-c3ccccc3)c2n1 | 2.7% | -1.9 | 41 | -4.2% | 8.9% | -2.1% | 0.2% | i | -1.5% | 2.9%
CCC/C(O)=C1\C(=O)CC(C)(C)CC1=NCCO | -12.0% | 3.2 | 61 | 4.7% | -2.6% | 2.1% | -0.2% | i | 8.2% | 2.7%
Cc1oc2cc(OC(C)C(=O)O)ccc2c(=O)c1Oc1ccccc1 (stereo not drawn) | 1.5% | -0.6 | 49 | 3.5% | 13.0% | -7.2% | 0.0% | i | 1.3% | 3.6%
COc1ccc(OCc2cc(C(=O)NCCc3ccccc3)no2)c(Cl)c1 | 10.3% | 2.1 | 81 | 12.5% | -4.6% | -10.9% | 0.7% | / | 8.6% | -6.8%
COc1cc(OC)cc(C(=O)NCC(=O)NC(C)c2ccccc2)c1 (stereo not drawn) | 13.9% | -0.5 | 48 | 3.2% | -18.4% | -3.3% | 0.0% | / | 5.8% | 4.2%
N#C/C(=C\c1c(N2CCCCCC2)nc2ccccn2c1=O)C(=O)NC1CCS(=O)(=O)C1 (stereo not drawn) | 14.8% | 0.4 | 72 | 3.6% | -0.3% | -7.2% | 0.1% | i | 1.5% | -8.7%
COc1cc(C2Nc3ccccc3NC3=C2C(=O)CC(c2ccc(OC)c(OC)c2)C3)ccc1O (stereo not drawn) | -27.9% | 0.9 | 57 | 29.6% | 6.1% | 4.0% | 0.3% | i | 16.8% | -0.5%
Cc1cccc(CCNC(=O)C2CCN(S(=O)(=O)N3CCOCC3)CC2)c1 | 3.4% | -0.3 | 72 | 5.4% | -6.1% | 2.3% | -0.1% | / | 8.7% | 6.7%
COC(=O)CCC(=O)c1oc2ccc(OC)cc2c1N | 21.6% | -0.4 | 54 | -1.2% | 4.5% | -4.1% | -0.1% | i | 12.1% | -2.3%
COC(=O)c1ccc(-c2ccc(C(=O)N3CCCN(C)CC3)cc2)cc1 | -2.1% | / | / | 11.2% | 0.9% | / | -0.3% | i | / | -0.3%
Cn1c(COc2ccc3ccccc3c2)nnc1SCC(=O)OC1CCCCC1 | 11.3% | 4.2 | 43 | 10.2% | -9.0% | -7.1% | 0.2% | i | 4.1% | 9.9%
O=C(CNC(=O)C1CCCCC1)NC1=NCCS1 | 2.0% | 1.1 | 47 | 3.1% | 11.2% | -2.0% | 0.2% | i | 4.6% | 0.9%
COc1ccccc1NC(=O)C(=O)NCC(c1ccco1)N1CCc2ccccc2C1 (stereo not drawn) | / | 1.6 | 54 | 20.9% | / | -1.5% | / | / | 6.6% | /
O=C1CCN1C1(C(=O)NC2CCCCC2)CCCC1 | ? | 0.3 | 68 | 3.3% | -10.1% | 6.5% | 0.2% | i | -5.6% | 9.5%
CCOc1ccc(-c2nnc3ccc(SCC(=O)Nc4nc5ccccc5s4)nn23)cc1 | 27.9% | 1.4 | 78 | 1.6% | 8.0% | 2.9% | -0.5% | i | -4.0% | 9.3%
Cc1cccc(NC(=O)c2ccc(NC(C)c3ccccc3)c([N+](=O)[O-])c2)n1 (stereo not drawn) | 23.7% | 3.2 | 55 | 6.4% | 2.3% | -6.1% | -0.1% | i | 2.6% | -5.8%
O=C(O)c1ccc2c(c1)C(=O)N(c1ccccc1-c1ccccc1)C2=O | 2.3% | 1.6 | 40 | 5.7% | 3.8% | 0.8% | -0.1% | i | 7.6% | 5.8%

Brought forward from above: two entries, followed by the next part.
SMILES | AID2073 | NTR1 agonist | NTR1 agonist cell count 20 µM | SV40 large T antigen | GPR35 arrestin U2OS | NS5 inhibitors | GPR55 beta-arrestin | Yfh1-depleted yeast | Rac1 GTP hydrolysis | GPR55 antagonists | others
Cc1cccc(NC(=O)c2ccc(NC(C)c3ccccc3)c([N+](=O)[O-])c2)n1 (stereo not drawn) | 23.7% | 3.2 | 55 | 6.4% | 2.3% | -6.1% | -0.1% | i | 2.6% | -5.8%
O=C(O)c1ccc2c(c1)C(=O)N(c1ccccc1-c1ccccc1)C2=O | 2.3% | 1.6 | 40 | 5.7% | 3.8% | 0.8% | -0.1% | i | 7.6% | 5.8%
O=S(=O)(c1ccc(-c2ccccc2)cc1)N1CCCCC1 | 10.6% | -0.7 | 58 | 9.1% | -7.5% | 1.9% | 0.6% | / | 14.1% | 4.3%
O=C(c1ccc(=O)[nH]c1)N1CCCc2ccccc21 | 1.2% | -2.8 | 73 | 3.7% | -7.8% | -3.4% | 0.6% | / | 4.7% | 4.2%
O=C(Nc1nc2ccccc2[nH]1)c1cccc(S(=O)(=O)N2CCOCC2)c1 | 0.7% | 0.0 | 43 | -2.1% | 4.3% | -2.9% | 0.0% | i | 3.5% | 2.7%
CCCOc1ccccc1/C=N/Nc1ccnc(=O)[nH]1 | 11.6% | 0.5 | 94 | -1.1% | 4.7% | -4.6% | -0.1% | / | / | 4.3%
CCOC(=O)[C@H]1[C@H]2COc3cc(OC)ccc3[C@@H]2N2C(=O)N(c3ccc(Cl)cc3)C(=O)[C@@]12C | 10.7% | -3.2 | 82 | 26.3% | -23.5% | -12.7% | -0.1% | / | 12.9% | -2.0%
COc1ccc(-c2csc(C)n2)cc1OC | 4.5% | 1.3 | 95 | 2.1% | 9.2% | 0.0% | -0.1% | i | 8.2% | 17.0% | NS5 inhibitors pilot replicate=1.2
Cc1cnc(C(=O)Nc2ccc(S(=O)(=O)NCC(C)C)cc2)cn1 | 6.3% | 1.1 | 31 | 80.3% | 2.3% | -7.7% | -0.1% | i | -9.2% | 14.7%
CCC(C)C(NC(=O)OC(C)(C)C)C(=O)NC(C(=O)N1CCCC1C(N)=O)C(C)CC (stereo not drawn) | 5.6% | -0.3 | 41 | 3.4% | 5.0% | 1.1% | -0.1% | i | 11.6% | 15.0%
CCOC(=O)N1CCN(C(=O)C(C)c2ccc([N+](=O)[O-])cc2)CC1 (stereo not drawn) | 9.7% | 0.1 | 57 | 12.5% | 12.9% | -11.1% | 0.4% | / | 3.7% | 9.5%
COc1ccccc1NC(=O)N1CCN(C)CC1 | 18.9% | -1.2 | 61 | / | 8.4% | -19.9% | 1.0% | i | 26.0% | 10.2%
O=C(CCCN1C(=O)c2ccccc2C1=O)Nc1c(C(=O)C2CC2)oc2ccccc12 | 8.8% | 3.6 | 58 | 9.1% | 24.9% | 0.7% | 0.3% | i | -0.2% | 13.0%
CCCc1nc2c(c(=O)c3ccccc3n2C)c(=O)n1-c1cc(C)cc(C)c1 | 3.3% | 8.0 | 47 | 3.7% | 9.9% | -3.1% | 0.0% | i | -4.4% | 14.5%
CCn1c(C)nc2cc(C(=O)OC)ccc21 | 6.0% | 0.7 | 62 | 5.9% | -2.3% | / | 1.0% | i | 0.9% | 4.6%
CC1CN(C(=O)c2ccccc2C(=O)c2ncc[nH]2)CC(C)O1 (stereo not drawn) | 2.8% | -0.5 | 53 | -3.8% | -17.1% | -4.8% | -0.3% | i | 5.3% | -9.1%
S=C(CN1CCCC1=S)N1CCOCC1 | / | 0.0 | 55 | 6.9% | / | 1.6% | / | / | 8.6% | /
COc1ccccc1NS(=O)(=O)c1c(C)[nH]c(C)c1C(=O)N1CCCC1 | 5.9% | -0.6 | 48 | 2.7% | 29.0% | 3.9% | 0.2% | / | 5.5% | -3.2%
O=C1CC(c2ccccc2)N1c1ccccc1 (stereo not drawn) | 5.1% | 1.3 | 55 | 6.9% | 8.1% | -4.8% | 0.5% | i | 6.7% | 16.5%
O=C1NC(=S)SC1=C1CCCCCC1 | 13.5% | -0.4 | 37 | 20.4% | 10.7% | -1.1% | -0.2% | i | 18.8% | -10.4%
Cc1ccc(NC(=O)CN(C)C(=O)c2ccc(C(F)(F)F)cc2)cc1 | 25.0% | -0.3 | 85 | 4.8% | -6.2% | -7.1% | 0.7% | i | 0.9% | 0.0%
CC(C)CN(C(=O)COC(=O)COc1ccc2ccccc2c1)c1c(N)n(Cc2ccccc2)c(=O)[nH]c1=O | / | 5.0 | 67 | 10.0% | / | -1.5% | / | / | 1.7% | /
Cc1ccc(-n2ncc3c(N4CCCC(C)C4)ncnc32)c(C)c1 (stereo not drawn) | 3.6% | -0.2 | 55 | / | 10.9% | -0.7% | -0.1% | i | -4.1% | 1.9%
CCCOc1cc(C)c(S(=O)(=O)n2ccc(C)n2)cc1C | -3.3% | 1.2 | 68 | 18.8% | 0.8% | / | -0.1% | i | 0.3% | 0.5%
CSc1ccccc1C(=O)Nc1ncn[nH]1 | -29.3% | 2.0 | 57 | 8.7% | -8.1% | / | -0.2% | / | 19.5% | 8.3%
CCOC(=O)c1ccc2ncc(C(=O)OCC)c(NCCCN3CCOCC3)c2c1 | -4.0% | 2.3 | 63 | 1.8% | -11.7% | -3.5% | -0.2% | i | 13.2% | -4.1%
O=C(Nc1ccc(C(=O)N2CCN(c3ccc(Cl)cc3)CC2)cc1)C1=CSCCO1 | 4.7% | 1.2 | 77 | 8.8% | -1.7% | 6.3% | -0.1% | / | 2.4% | 8.6%
CCN1CCc2c(sc(NC(=O)c3ccc4ccccc4c3)c2C(N)=O)C1 | -2.4% | 0.5 | 61 | 4.6% | 5.5% | -52.2% | 0.0% | / | 7.1% | 22.3%
NS(=O)(=O)c1ccc(CCNC(=O)CSc2cccs2)cc1 | -9.7% | -0.9 | 52 | 4.5% | -0.7% | 1.5% | -0.1% | i | 0.1% | 1.2%
O=C(N/N=C/c1cn(Cc2ccccc2)c2ccccc12)c1cc(O)cc(O)c1 | 28.5% | 2.5 | 50 | 19.1% | 7.7% | -1.3% | -0.1% | / | 1.8% | -12.1%
